HT1080 cytotoxicity: cytotoxicity in HT1080 fibrosarcoma cells, cell-based, fluorescence readout (AID 620) | HT1080 viability, fluorescence; higher % means a stronger effect | cytotoxicity, % at 10 µM, or EC50 in µM where a hit was titrated | 87,000 tested, 0.42% active; in the data active means cytotoxicity above about 50%;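 further: cells exposed to compound overnight then 4 h with Alamar Blue; 0% = vehicle DMSO and 100% = killing control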
* marks the source's active call; other numbers are inactive results. The list is partial; count on the stated rates, not on these rows.

SMILES	HT1080 cytotoxicity
Cc1nc(=O)c(-c2ccccc2)c(C)n1CCO	-5.8%
Cc1cnc(C(=O)Nc2nnc(C3CC3)s2)cn1	-0.9%
CCC(C)(C)NC(=O)C(c1ccccc1F)N(C(=O)c1ccn[nH]1)c1ccccc1 (centres undefined)	-3.2%
COc1ccc(NC(=O)CC#N)cc1OC	-12.4%
COc1ccccc1NC(=O)CCn1cccc1	-1.6%
CCc1ccc(-c2csc3[n+]2CCN3C(C)=O)cc1	-19.1%
COc1ccc(F)cc1S(=O)(=O)N1CCCC(C)C1 (centres undefined)	11.9%
CCOc1nc(NC(=O)NS(=O)(=O)Oc2ccccc2Cl)nc(-c2ccccc2)n1	3.9%
CN(c1ccc(C(=O)NCC2CCCO2)cc1)S(C)(=O)=O (centres undefined)	-5.4%
CCOC(=O)c1c(C)[nH]c(C(=O)COC(=O)C23CC4CC(CC(Cl)(C4)C2)C3)c1C	-4.5%
O=S(=O)(c1cccc(C(F)(F)F)c1)N1CCN(c2ccccc2)CC1	-4.1%
CCOP(=O)(OCC)C(C#N)=C1SCN(c2ccccc2)CS1	-5.4%
CC(C)C(c1nnnn1Cc1ccc2c(c1)OCO2)N1CCN(C)CC1 (centres undefined)	5.7%
O=c1cc(-c2ccccc2)n(S(=O)(=O)c2ccc3ccccc3c2)o1	-5.1%
CCOn1c(SC(C)C)nc2ccccc2c1=O	-10.4%
S=C(NN=C1C2CC3CC(C2)CC1C3)Nc1ccccc1	3.1%
CCN(CC)c1nc2ccccc2[nH]1	24.4%
Cc1cccc(C(=O)N2CCN(c3ncnc4c3cnn4-c3ccccc3)CC2)c1	-10.2%
Cn1c(=O)c2c(nc(SCC(=O)O)n2Cc2cc3c(cc2Cl)OCO3)n(C)c1=O	-18.3%
O=C(NCc1ccco1)C1(c2ccc(Cl)cc2)CCCC1	4.0%
N#C/C(=N\Nc1ccc(F)cc1)C(=N)N1CCCCC1	19.8%
COCCCNC(=O)C1CC(=O)OC1c1ccc(OC)c(OC)c1 (centres undefined)	6.5%
CC1=C(C(=O)OCc2ccccc2)C(c2ccc(-c3ccccc3)cc2)NC(=O)N1CCCC(=O)O (centres undefined)	-17.0%
Cc1ccc(CN(c2ccc(C(=O)N3CCc4ccccc4C3)cc2)S(C)(=O)=O)cc1	-5.9%

Looked up above.
Value for `Cc1cnc(C(=O)Nc2nnc(C3CC3)s2)cn1` in HT1080 cytotoxicity: -0.9%
Value for `CCOn1c(SC(C)C)nc2ccccc2c1=O` in HT1080 cytotoxicity: -10.4%

Next section
SMILES	HT1080 cytotoxicity
c1ccc(CSc2nnnn2-c2ccccc2)cc1	-14.6%
CCOc1ccc(C)cc1-n1nc2ccccc2n1	2.5%
O=C(Nc1ncccc1Cl)C1COc2ccccc2O1 (centres undefined)	1.1%
Cc1cccc(CSc2nc(N)c(C#N)c(-c3cccs3)c2C#N)c1	-3.2%
CC(C)C(=O)Nc1ccc2oc(-c3cc(F)c(F)cc3Cl)nc2c1	6.4%
COc1ccccc1N(C(C)=O)c1nc(C)cc(C)c1C#N	11.0%
CCn1c(SCc2ccccc2Cl)nc2ccccc21	-23.7%
Cc1ccc2[nH]cc(CCNC(=O)c3cccnc3)c2c1	2.5%
C=CCc1ccc(OCCOc2cccc(/C=N/n3cnnc3)c2)c(OC)c1	-9.5%
C/C(=N\OC(=O)c1ccc(Cl)c(Cl)c1)c1sc(C)nc1C	24.2%
O=C(CSCCc1ccccn1)Nc1cccnc1Cl	3.0%
COc1cccc(S(=O)(=O)NCc2ccc3c(c2)OCO3)c1	-12.6%
CCOC(=O)c1c(C)[nH]c(C(=O)CN2C(=O)NC(C)(c3ccc4ccccc4c3)C2=O)c1C (centres undefined)	-2.0%
Nc1cc(=O)[nH]c(SCC(=O)Nc2cccc(Cl)c2)n1	-8.9%
CSc1nnc(-c2sc3cc(C(F)(F)F)cnc3c2-c2ccccn2)n1C	-2.3%
O=C(c1ccco1)n1nc(-c2ccccc2)nc1SCc1ccccc1	-10.0%
C=CCc1c(C)nc(SCC(N)=O)[nH]c1=O	-5.2%
CCOC(=O)C1CCN(C(=O)Cc2cccc3ccccc23)CC1	4.3%
COc1ccc(C)cc1NC(=O)Nc1ccccc1	-13.4%
CCOc1ccc(NC(=NCc2ccc3c(c2)OCO3)SC2CC(=O)N(c3ccccc3)C2=O)cc1 (centres undefined)	1.3%
Clc1ccc(OCCSc2ncccn2)cc1	-13.3%
CCOc1ccc2c(c1)C(c1ccccc1)=NNC(c1ccccc1)=N2	-0.8%
O=C(CN1/C(=C(/O)c2ccccc2)C(=O)c2ccccc2S1(=O)=O)c1ccccc1	1.8%
COc1ccc(/C=C/c2nc3sc4c(c3c(=O)o2)CCC4)cc1	0.5%
Cc1ccc(CCN2CC(C(=O)O)CC2=O)cc1 (centres undefined)	-8.9%
CCOc1ccccc1-n1nnnc1SCC(=O)NC(=O)Nc1ccc2c(c1)OCCO2	-9.0%
O=C1CC(c2ccccc2)=Nc2ccccc2N1	-13.9%
CCOC(=O)c1cc2occc2n1CC(=O)NCCOC	-4.9%
CCCCN1Cc2cc(C(=O)c3cc(OC)ccc3O)cnc2NC1=O	-6.5%
C=CCn1c(Cc2c(C)[nH]c3ccccc23)nnc1SCC(=O)NCc1ccc(F)cc1	19.5%
CCCCN1CCc2c1nc1ccc(Br)cc1c2N	11.2%
O=C(NC1(C(F)(F)F)NC(=O)N(Cc2cccnc2)C1=O)c1ccc(F)cc1 (centres undefined)	-8.7%
CC(NC(=O)Cn1c(NCCO)nc2ccccc21)c1ccccc1 (centres undefined)	-8.8%
Cc1cc(C)c(C#N)c(SCC(=O)c2cc(C)n(CCc3ccccc3)c2C)n1	-4.5%
O=C(OCCN=C1NS(=O)(=O)c2ccccc21)C1CC(=O)N(c2ccc3ccccc3c2)C1 (centres undefined)	-15.2%
CCOc1ccccc1-c1nc(-c2cccc(Br)c2)no1	13.0%
O=C1CCC(C(=O)Nc2ccccc2)N1 (centres undefined)	-5.7%
Clc1ccc(C2[C@H]3CN(Cc4ccc(-c5ccccc5)cc4)[C@H](c4ccccc4)C34CC2(c2cccnc2)C4)cn1 (some centres undefined)	-0.7%
CCOc1ccc2nc(SCC(=O)N3CCN(C(=O)c4ccco4)CC3)sc2c1	23.3%
COc1ccc(-c2nnc(SC(C)C(=O)Nc3c(C)n(C)n(-c4ccccc4)c3=O)o2)cc1 (centres undefined)	35.8%
O=C(Cc1cccs1)Nc1nnc(Cc2ccccc2)s1	13.8%
CN(C(=S)Nc1ccccc1F)C1(c2ccccc2Cl)CCCCC1=O (centres undefined)	-4.8%
COc1ccc(-c2nc(C#N)c(N3CCC(C(N)=O)CC3)o2)cc1	3.4%
CCC(CC)c1nnc(NC(=O)C2COc3ccccc3O2)s1 (centres undefined)	-16.8%
Cc1nonc1NC(=O)CSc1nnc(-c2ccoc2C)n1-c1cccc(Cl)c1	-1.1%
CCOC(=O)C1CCN(C(=O)/C=C/c2ccccc2OC)CC1	-1.4%
COCCOC(=O)C1=C(N)Oc2c(oc(CO)cc2=O)C1c1ccccc1F (centres undefined)	-4.6%
O=C(Nc1ccccc1)c1nnn(Cc2ccccc2)c1NC(=O)C(F)(F)F	-7.6%

Another view of some results above.
| SMILES | HT1080 cytotoxicity |
| --- | --- |
| O=C(Cc1cccs1)Nc1nnc(Cc2ccccc2)s1 | 13.8% |
| Clc1ccc(C2[C@H]3CN(Cc4ccc(-c5ccccc5)cc4)[C@H](c4ccccc4)C34CC2(c2cccnc2)C4)cn1 (some centres undefined) | -0.7% |
| COCCOC(=O)C1=C(N)Oc2c(oc(CO)cc2=O)C1c1ccccc1F (centres undefined) | -4.6% |
| CCC(CC)c1nnc(NC(=O)C2COc3ccccc3O2)s1 (centres undefined) | -16.8% |

Next part.
SMILES	HT1080 cytotoxicity
CCCSc1nc(SCC(=O)NCc2ccccc2)c2c3c(sc2n1)COC(C)(CC)C3 (centres undefined)	-12.7%
CCN1C(=O)c2cccc3c(S(=O)(=O)Nc4ccncc4)ccc1c23	-8.0%
Cc1ccc(N2CC(C(=O)Nc3ccccc3C(=O)NC3CCCCC3)CC2=O)cc1 (centres undefined)	-11.5%
Cc1ccc(SCCNC(=S)Nc2ccccc2)cc1	-4.5%
C/C(=N\NC(=O)CC1N=C(Cc2ccccc2)NNC1=O)c1ccccc1 (centres undefined)	0.0%
CSc1nc2ccccc2n1CC(=O)Nc1cc(C(F)(F)F)ccc1N1CCOCC1	17.0%
Cc1cc(C)c2nc(N3CCC(C(=O)N4CCN(C(=O)c5ccco5)CC4)CC3)sc2c1	0.7%
O=C(c1ccco1)N1CCN(S(=O)(=O)c2ccc3[nH]c(=O)oc3c2)CC1	-6.0%
CC(=O)c1sc(NC(=O)c2ccc(C)cc2)nc1C	-1.9%
CCc1nc(-c2ccccc2)cc(=O)[nH]1	-1.7%
COc1cc(OC)nc(NC(=O)CCl)n1	-0.4%
O=C(NCc1ccco1)c1ccccc1-c1nc(-c2ccccc2)no1	-10.6%

Next section, overlapping the part above by five compounds.
SMILES	HT1080 cytotoxicity
O=C(c1ccco1)N1CCN(S(=O)(=O)c2ccc3[nH]c(=O)oc3c2)CC1	-6.0%
CC(=O)c1sc(NC(=O)c2ccc(C)cc2)nc1C	-1.9%
CCc1nc(-c2ccccc2)cc(=O)[nH]1	-1.7%
COc1cc(OC)nc(NC(=O)CCl)n1	-0.4%
O=C(NCc1ccco1)c1ccccc1-c1nc(-c2ccccc2)no1	-10.6%
CCC(C)c1ccccc1NC(=S)Nc1cccnc1 (centres undefined)	-5.2%
O=C(CCN1C(=O)c2ccccc2C1=O)N1CCOCC1	-8.4%
NC(=O)NC(=O)CSc1nc(-c2ccccc2)c(-c2ccccc2)n1CC1CCCO1 (centres undefined)	0.5%
CC(=O)NC1C(c2nc3ccccc3s2)=C(c2ccccc2)C(=O)N1c1ccc(C)cc1 (centres undefined)	-12.8%
CCCCn1nnnc1SCC(=O)N1CCCC1	-7.9%
CC(C)NC(=O)NS(=O)(=O)c1cnccc1NC1CC2CCC1C2 (centres undefined)	-10.6%
Cc1cc(NC(=O)CSc2nnc(-c3ccco3)n2Cc2ccccc2)no1	0.5%
COC(=O)CSc1nnc(SCc2ccc(Cl)cc2)s1	-16.8%
COc1ccc(C(=O)Nn2cnnc2)c(OC)c1	-18.5%
COC(=O)C1=NN(c2ccc(C)cc2)C2(S1)SC(C(C)=O)=C(C)N2c1ccccc1 (centres undefined)	-6.8%
C=CCOc1c(Cl)cc(CNCCC)cc1Cl	-13.7%
C/C(CC1CC2=C(CC1(C)C)C(C)(C)CCC2)=N\NC(N)=S (centres undefined)	-6.8%
O=C(NCCC1=CCCCC1)C1CCN(c2nc3ccccc3o2)CC1	-21.0%
COc1ccc(NC(=O)CSc2nc(N3CCCCC3)nc(N3CCCCC3)n2)cc1	10.2%
Cc1ccc(C(=O)c2oc3ccccc3c2N)cc1	2.1%
COc1ccc(S(=O)(=O)N2CCOCC2)cc1Cl	-17.3%
COc1cc(/C=C2/C(=N)N3C=CSC3=NC2=O)ccc1OCCCOc1c(C)cccc1C	-6.3%
CCOC(=O)N1CCN(CCC(=O)Nc2ccccc2OC)CC1	0.2%
COc1cccc(OCc2cc(C3Nc4ccccc4C(=O)N3Cc3ccco3)ccc2OC)c1 (centres undefined)	-8.0%
CCOC(=O)C1CCCN(Cc2ccc(OCC)cc2)C1 (centres undefined)	28.8%
COCCOc1nc2c(c(=O)n(C)c(=O)n2C)n1Cc1cccc(OC)c1	21.8%
Cc1csc(NC(=O)C2C3C=CC(C3)C2C(=O)O)n1 (centres undefined)	2.7%
COC(=O)Cn1c(=O)n(CCc2ccccc2)c(=O)c2c3c(sc21)CCCC3	-7.5%
COC(=O)COn1c(SC(C)C)nc2ccccc2c1=O	9.9%
CN(C)c1ccnc(-n2cccc2/C=N/OCc2ccc(F)cc2Cl)c1C#N	-4.5%
CCOC(=O)c1c(C)nc2ccccc2c1C	4.8%
O=C(Nc1nnc(CCN2CCOCC2)s1)c1ccccc1	1.6%
CCCCOC(=O)NC1CCS(=O)(=O)C1 (centres undefined)	20.4%
Cc1ccc2nc(SC(C)C(=O)NCc3ccco3)[nH]c2c1 (centres undefined)	-20.7%
COc1cc2c(cc1OC)C1(Nc3c-2c(-c2ccccc2)nn3-c2ccccc2)C(=O)Nc2ccccc21 (centres undefined)	-0.2%
CCC(C)c1ccc(NC(=O)C2CCN(c3ncccn3)CC2)cc1 (centres undefined)	8.0%
Cn1cnnc1SCCC(=O)Nc1ccc(Cl)cc1	5.4%
CC(C)C(NC(=O)c1ccc(Cl)cc1)C(=O)O (centres undefined)	28.3%
Nc1nnc(Cc2ccc(Cl)cc2Cl)s1	4.7%
COC(=O)CNC(=O)C(C)NC(=O)CNC(=O)OCc1ccccc1 (centres undefined)	-0.8%
COc1ccc(C(=O)Nn2cnnc2)cc1	-6.8%
COc1ccc(OC)c(NC(=O)CC2C(=O)NCCN2C(=O)Nc2cccc(Cl)c2)c1 (centres undefined)	-10.4%
CCNC(=O)COc1cc(C)c(Cl)c(C)c1	-9.8%
CCOC(=O)c1c(NS(=O)(=O)Cc2ccccc2)sc2c1CCCC2	2.9%
COc1ccc(NC(=O)C2CC(=O)NC3=C2C(=O)CC(C)(C)C3)cc1 (centres undefined)	-16.4%
CCCOc1ccc(Cn2c(C)nc([N+](=O)[O-])c2SCC(O)COC)cc1[N+](=O)[O-] (centres undefined)	0.1%
CCCCCC(=O)N1CCN(CCN=CC2=C(O)CC(c3cccs3)CC2=O)CC1 (centres undefined)	-17.7%
CCOc1ccc(-n2c(N)c(C(=O)NCc3ccco3)sc2=S)cc1	14.2%
O=C(O)Cc1ccc(NC(=O)c2ccc(NC(=O)c3ccco3)cc2)cc1	0.9%
CCN1CCN(c2nc3sc4c(c3c(=O)n2-c2ccc(OC)cc2)CCCCC4)CC1	-9.2%
CCCc1nc(SCC(=O)Nc2ccc(N3CCOCC3)cc2)c2ccccc2n1	-9.4%
CCc1cccc2c(C(=O)COC(=O)c3nn(C)c(=O)c4ccccc34)c[nH]c12	20.0%
CCc1cccc2c(C(=O)COC(=O)c3c(C)noc3C)c[nH]c12	-5.1%
Cn1c(=O)c(C(=O)COC(=O)c2cc(-c3ccccc3)nc3ccccc23)c(N)n(Cc2ccccc2)c1=O	8.6%
